# Compound activity from PubChem.
# ELG1 genotox: genotoxicity induction in ELG1-luciferase HEK293T cells; HEK293T ELG1-luciferase reporter, luminescence, 16 h; Potency, µM (titrated, usually from 46 µM), inactives show at the top dose activity change, positive = activation, hits mostly activators; hit rate 1.3% among 330,000; AID 504466; also: % of control where 0% means no effect; nearly all actives have a fitted effect of over 60% in size
#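 Reporter readout depends on ELG1 protein level, which increases with genetic stress. After 16 hr compound exposure at 37 °C, luciferase activity was quantified using ONE-Glo.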
# MLL CXXC-DNA inh: inhibitors of human MLL CXXC domain-DNA interaction; Potency, µM (series often up to 115 µM), without a hit: at the highest dose activity change, negative = inhibition, hits mostly inhibitors; hit rate 0.037% among 290,000; MLL-CXXC / FITC-HOXA9 DNA fluorescence polarization; Q03164; active = well fitted inhibition curve with a large enough effect in the polarisation, with a control signal flat, not every such curve was filed as active; inconclusive = small, poorly fitted or top-dose-only effect, or effect the other way, or a change in a side signal; inactive = no such curve, though single readings can be large or run the other way; the % refers to the polarisation
#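 Steps: dispense CXXC domain solution (7 uM) → pin compounds or unlabeled HOX-A9 DNA control → 5 min ambient → add FLSN-HOX-A9 solution (50 nM) → spin → 30 min ambient → fluorescence polarization. Tris pH 7.5/NaCl/DTT/BSA buffer.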
# FLuc counter: inhibits or activates purified firefly luciferase, miR-21 counter-screen; P08659; purified FLuc, Km substrates, luminescence inhibition; Potency, µM (doses to about 57.5 µM), for the others: top-dose activity change, negative = inhibition, usual class: inhibitors; hit rate 6.9% among 360,000; AID 588342;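 also: plate controls were vehicle for no effect and reference inhibitor for full effect; nearly all actives have a fitted effect of over 55% in size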
#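 Purified P. pyralis luciferase (10nM final) with 10uM D-luciferin and 10uM ATP (Km levels) in 50mM Tris acetate pH 7.5, 10mM Mg acetate, 0.01% Tween-20, 0.05% BSA; qHTS 6-point titration, ~60 µM downward; luminescence read.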
# BRCA1 expr act: activators of BRCA1 expression | MCF7-BRCA1-FFLuc reporter, luminescence, 48 h; response scale: scaled: vehicle 0%, 10 µM genistein 100% | Potency, µM (highest dose often 46.1 µM), for the others: at the highest dose activation, usual class: activators | hit rate 1.1% among 380,000 | AID 624202; also: nearly all actives have a fitted effect of over 80% in size; some results filed as inactive show a strong effect at the top dose
#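 48 h compound treatment of MCF7-BRCA1-FFLuc cells (phenol-red free MEM, 37 °C), then 15 min with luciferase substrate and luminescence imaging.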
# NPC1 promoter act: activates the NPC1 promoter; Huh7 NPC1 promoter luciferase reporter, 24 h; Potency, µM (doses to about 9.22 µM), without a hit: at the highest dose activation, actives largely listed as activators; hit rate 2.4% among 320,000; AID 485313;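 also: % of control where 0% means no effect; nearly all actives have a fitted effect of over 60% in size; reporter is driven by a mutant NPC1 promoter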
#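 Readout is luciferase luminescence, reflecting NPC1 promoter activation in stably transfected Huh7 cells after 24 h compound exposure at 37 °C in reduced-serum medium with 10% FBS.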
# VP16 counter: counter-screen for ROR gamma inhibitors: Gal4-VP16 reporter. Drosophila S2 Gal4-VP16 UAS-luciferase, luminescence, 20 h. Potency, µM (titrated, usually from 53.6 µM), without a hit: at the highest dose activity, negative = inhibition, usual class: inhibitors. hit rate 3.5% among 310,000. AID 2546;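 also: Gal4-VP16 expression switched on by copper sulfate through the metallothionein promoter; % is scaled to controls: 0 for no effect and ±100 for the full control effect; nearly all actives have a fitted effect of over 50% in size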
# RORgamma inh: ROR gamma (mouse) transcription inhibition; AID 2551; Potency, µM (highest dose often 53.6 µM), for inactives: top-dose activity change, negative = inhibition, usual class: inhibitors; hit rate 5.4% among 310,000; Drosophila S2 Gal4-RORgamma UAS-luciferase reporter, 20 h; P51450; also: % is scaled to controls: 0 for no effect and ±100 for the full control effect; nearly all actives have a fitted effect of over 60% in size
# Target sequence (P51450 whole entry, looked up, the tested form may be a part): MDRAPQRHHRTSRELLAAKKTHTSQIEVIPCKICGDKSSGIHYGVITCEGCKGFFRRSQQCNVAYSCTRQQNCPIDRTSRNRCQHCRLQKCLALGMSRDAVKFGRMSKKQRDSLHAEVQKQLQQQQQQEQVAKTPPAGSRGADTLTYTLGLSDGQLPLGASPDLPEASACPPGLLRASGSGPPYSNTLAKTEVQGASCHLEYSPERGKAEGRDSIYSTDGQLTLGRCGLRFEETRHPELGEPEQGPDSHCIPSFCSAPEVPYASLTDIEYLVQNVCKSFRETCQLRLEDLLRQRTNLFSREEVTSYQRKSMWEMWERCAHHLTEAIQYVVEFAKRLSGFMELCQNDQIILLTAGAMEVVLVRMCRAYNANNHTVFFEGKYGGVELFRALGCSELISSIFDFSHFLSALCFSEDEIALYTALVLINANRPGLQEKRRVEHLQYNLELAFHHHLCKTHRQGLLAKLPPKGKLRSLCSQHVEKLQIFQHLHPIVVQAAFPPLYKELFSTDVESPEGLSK
#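 Read-out: Photinus luciferase luminescence; inhibitors lower reporter signal. Insect Schneider cells with Gal4-ROR gamma fusion under metallothionein promoter, UAS reporter; 700 uM final copper sulfate induction, 20 hr, ambient temperature.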
# p53 reactivation: mutant p53 re-activation in reporter cells; hit rate 0.063% among 320,000; H1299 p53-A138V BP100-luciferase reporter, luminescence, 24 h; Potency, µM (titrated, usually from 92.2 µM), without a hit: at the highest dose activity change, positive = activation, hits mostly activators; AID 504706; also: % of control where 0% means no effect; nearly all actives have a fitted effect of over 45% in size
#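 H1299 (p53-null), stable ts p53-A138V + BP100-Luc; 1000 cells/well, Opti-MEM/10% FBS; cpd 4 pt, 1:5; 24 h, 37 deg C, 5% CO2; detection reagent 10 min RT; luminescence.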
# MBNL1-CUG inh: inhibitors of human MBNL1 binding to CUG repeat RNA. Q9NR56. AID 2675. Potency, µM (doses to about 57.5 µM), for inactives: at the top dose activity change, negative = inhibition, hits mostly inhibitors. hit rate 0.036% among 280,000. TR-FRET MBNL1-His/biotin-(CUG)12 binding, 665/545 ratio; active = well fitted inhibition curve with a large enough effect in the signal ratio, with a control signal flat, not every such curve was filed as active; inconclusive = small, poorly fitted or top-dose-only effect, or effect the other way, or a change in a side signal; inactive = no such curve, though single readings can be large or run the other way; the % refers to the signal ratio; also: % is scaled to controls: 0 for no effect and ±100 for the full control effect
# Target sequence (Q9NR56 whole entry, looked up): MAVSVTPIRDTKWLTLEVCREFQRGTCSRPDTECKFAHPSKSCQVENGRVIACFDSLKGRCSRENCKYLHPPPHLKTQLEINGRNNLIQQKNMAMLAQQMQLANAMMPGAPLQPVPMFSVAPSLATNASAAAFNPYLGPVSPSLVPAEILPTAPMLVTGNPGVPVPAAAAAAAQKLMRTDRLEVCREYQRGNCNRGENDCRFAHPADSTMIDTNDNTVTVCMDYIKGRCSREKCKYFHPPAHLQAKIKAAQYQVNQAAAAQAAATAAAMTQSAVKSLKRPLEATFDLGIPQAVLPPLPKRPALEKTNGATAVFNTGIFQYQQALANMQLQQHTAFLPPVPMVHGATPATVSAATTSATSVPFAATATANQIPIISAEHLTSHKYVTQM
#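 His-tagged MBNL1 binding to biotinylated (CUG)12 RNA was measured by TR-FRET using terbium anti-His antibody (0.055 ng/ul final) and streptavidin-XL665 (5 nM final). Compounds were titrated 92 nM to 58 uM; 60 min at room temperature.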
# Rab9 prom act: activators of Rab9 promoter; Huh7 Rab9 promoter-luciferase reporter, luminescence, 24 h; Potency, µM (highest dose often 9.22 µM), for the others: at the highest dose activation, negative = inhibition, usual class: activators; hit rate 2.8% among 320,000; also: % of control where 0% means no effect; nearly all actives have a fitted effect of over 60% in size
#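 Promoter activation is measured as luciferase luminescence in Huh7 cells stably transfected with a Rab9 promoter–luciferase construct, following 24 h compound exposure at 37 °C and 10 min reagent incubation at ambient temperature.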
# uPA generation: cell surface uPA generation inhibition; cell surface uPA generation assay, qHTS; Potency, µM (highest dose often 38.3 µM), inactives show top-dose activity change, negative = inhibition, most hits filed as inhibitors; hit rate 0.31% among 330,000; AID 540303; active = well fitted inhibition curve with a large enough effect; inconclusive = small, poorly fitted or top-dose-only effect; inactive = no such curve, though single readings can be large or run the other way; tested in mouse RAW 264.7 cells; also: % is scaled to controls: 0 for no effect and ±100 for the full control effect; nearly all actives have a fitted effect of over 55% in size
# The depositor's hits bear a star; ? = inconclusive; . = no result given; [ ] = dose if it differs, or a comment. Unless noted, calls follow the shape of the dose curve; as a rule, active = well fitted curve in the direction sought with a large enough effect; inconclusive = small, poorly fitted or top-dose-only effect, or another doubt; inactive = no such curve, though single readings can be large; an effect the other way counts as inactive or inconclusive. Potency is read from the fitted curve at half-maximal effect. These rows are one share of the data (hit frequency here may not be typical).
# Values in the order – BRCA1 expr act, VP16 counter, FLuc counter, MLL CXXC-DNA inh, NPC1 promoter act, Rab9 prom act, uPA generation, RORgamma inh, MBNL1-CUG inh, ELG1 genotox, p53 reactivation
1. O=C(NCC1CCCO1)c1ccc(CSCc2cccc(F)c2)o1 (stereo not given)
 : -10%, -2%, -8%, -3%, 1%, -1%, 0%, ?, 1%, 1%, 4%
2. CCOc1ccc(N(CCCCO)C(=S)NC(=O)c2ccc(C)c(Br)c2)cc1
 : 1%, 5.6µM*, -1%, 15%, 5%, 16%, 1%, 2.5µM*, -3%, 2%, -1%
3. CSc1ccc(NC(=O)N2CC=C(n3c(=O)[nH]c4ccccc43)CC2)cc1
 : -73%, 4%, ?, 2%, -7%, -5%, -8%, 27%, 6%, -10%, 7%
4. CCOC(=O)C1(Cc2ccccc2)NC(c2ccccc2F)C2C(=O)N(CC)C(=O)C21 (stereo not given)
 : 0%, 0%, -1%, 11%, -6%, 0%, 2%, 7%, 4%, -17%, 1%
5. Cc1cc(NC(=O)CN(C)S(=O)(=O)c2cnc[nH]2)ccc1Br
 : 16%, 5%, -17%, -1%, 11%, -2%, 3%, 23%, -1%, -1%, -3%
6. COc1ccc(C(=O)CC(=O)C(=O)Nc2ccc(C)c(C)c2)cc1
 : 16%, ?, -9%, ?, -2%, -1%, -2%, 13µM*, 6%, -3%, 2%
7. O=C(COc1ccccc1)NCC(=O)N/N=C/c1ccc(Cl)cc1
 : 2%, -6%, -3%, 7%, -5%, -1%, -2%, 32%, -9%, -1%, -11%
8. COc1ccc(Nc2ncnc3sccc23)cc1
 : 7.1µM*, -1%, 24µM*, 4%, ?, ?, 1%, -1%, 1%, 14%, ?
9. COCCn1c(SCC(=O)N2CCCC2)nnc1-c1ccco1
 : 30%, -3%, -2%, 2%, -1%, -3%, -3%, 1%, 1%, 2%, 0%
10. CN(C(=O)c1ccccc1C(=O)OCC(=O)c1ccc(F)c(F)c1)C1CCCCC1
 : -15%, ., 2%, ., -1%, 1%, 2%, ., ., -5%, 3%
11. Cc1cc2oc(C(=O)Nc3ccc(S(N)(=O)=O)cc3)c(C)c2cc1Cl
 : -13%, -9%, -3%, -4%, -5%, -5%, -2%, 6%, 11%, 15%, 1%
12. O=C(CSc1nnc(-c2cccc(Br)c2)o1)N1CCOCC1
 : 47%, ?, -18%, -3%, 23%, 26%, -1%, -5%, -1%, 13%, 0%
13. COc1ccccc1NS(=O)(=O)c1ccc(C)c(C(=O)NC2CCN(Cc3ccccc3)CC2)c1
 : -31%, ., 2%, ., -15%, -26%, -4%, ., ., -7%, -1%
14. COC(=O)c1cc2oc(C)cc2n1CC(=O)Nc1ccc(C)c(C)c1
 : -17%, 25%, -17%, 7%, 1%, 2%, 4%, 34%, 1%, 20%, -4%
15. O=C(NCCCN1CCCC1)Nc1cccc2ccccc12
 : -34%, -6%, 3%, 5%, -4%, -9%, 2%, -22%, 6%, 2%, -13%
16. O=C(c1ccco1)N(Cc1cccc([N+](=O)[O-])c1)c1ccc(Br)cc1
 : -6%, -9%, -1%, -11%, -5%, -2%, 3%, 8%, ?, -8%, -2%
17. O=C(O)c1cc(Cl)c(Cl)cc1C(=O)Nc1cccnc1
 : ., 2%, -17%, -23%, 0%, -7%, ., 0%, 3%, 2%, 3%
18. CCOC(=O)c1sc(=S)n(-c2ccc(F)c(F)c2)c1N
 : -3%, 1%, 3%, 12%, -5%, -1%, ., 0%, 12%, -7%, 9%
19. O=C(CCNS(=O)(=O)c1ccc(Br)cc1)NCc1ccc(F)cc1
 : -1%, 3%, 1%, 13%, -3%, -5%, ?, -5%, -6%, -1%, 2%
20. CC(=O)Nc1ccccc1OCCOc1ccc(Br)cc1
 : 4%, ?, -8%, -6%, 0%, -6%, -20%, ?, -1%, -5%, -1%

# Whole records from above. Screens in order: BRCA1 expr act, VP16 counter, FLuc counter, MLL CXXC-DNA inh, NPC1 promoter act, Rab9 prom act, uPA generation, RORgamma inh, MBNL1-CUG inh, ELG1 genotox, p53 reactivation
# CCOC(=O)c1sc(=S)n(-c2ccc(F)c(F)c2)c1N is listed with -3%, 1%, 3%, 12%, -5%, -1%, ., 0%, 12%, -7%, 9%
# O=C(c1ccco1)N(Cc1cccc([N+](=O)[O-])c1)c1ccc(Br)cc1 is listed with -6%, -9%, -1%, -11%, -5%, -2%, 3%, 8%, ?, -8%, -2%
# O=C(CCNS(=O)(=O)c1ccc(Br)cc1)NCc1ccc(F)cc1 is listed with -1%, 3%, 1%, 13%, -3%, -5%, ?, -5%, -6%, -1%, 2%
# CC(=O)Nc1ccccc1OCCOc1ccc(Br)cc1 is listed with 4%, ?, -8%, -6%, 0%, -6%, -20%, ?, -1%, -5%, -1%
# COc1ccccc1NS(=O)(=O)c1ccc(C)c(C(=O)NC2CCN(Cc3ccccc3)CC2)c1 is listed with -31%, ., 2%, ., -15%, -26%, -4%, ., ., -7%, -1%

# Continuation:
# Values in the order – BRCA1 expr act, VP16 counter, FLuc counter, MLL CXXC-DNA inh, NPC1 promoter act, Rab9 prom act, uPA generation, RORgamma inh, MBNL1-CUG inh, ELG1 genotox, p53 reactivation
21. Cc1ccc(-c2nnc(SCC(=O)Nc3ccc(S(=O)(=O)N4CCCCCC4)cc3)o2)cc1
 : -2%, -9%, -10%, 1%, 5%, 2%, ., ?, -3%, 18%, -5%
22. COc1ccc(OC)c(C(=O)c2nc3c(n2O)CCCCC3)c1
 : 1%, 4%, -3%, 16%, 0%, 1%, -3%, -24%, -2%, 2%, -9%
23. OC(COCc1ccccc1)Cn1cnc2ccccc21 (stereo not given)
 : 8%, 1%, 0%, 3%, -4%, 2%, ., 0%, 2%, -1%, 4%
24. CCc1c(C(=O)Nc2ccc(C)c(C)c2)[nH]c(C)c1C(C)=O
 : ?, -11%, 15µM*, 9%, ?, 3.2µM*, 0%, 2%, -4%, ?, 21%
25. COc1ccc(-c2cc([N+](=O)[O-])ccc2OCC(=O)N(C)CC(=O)Nc2ccc(C)cc2)cc1
 : -59%, ., -2%, ., -6%, 12%, -3%, ., ., -1%, -7%
26. Cn1c(=O)[nH]c(=O)c2c1nc(SCc1ccccc1Cl)n2CC(N)=O
 : ., 5%, -5%, 5%, -2%, -1%, ., -9%, -1%, 3%, 5%
27. O=C(COC(=O)c1n[nH]c2ccccc12)NCCc1ccc(Cl)cc1
 : -13%, ., 0%, ., 1%, -4%, 0%, ., ., 1%, -1%
28. CCC(CC)C(=O)Nc1c2c(nn1-c1ccc(OC)cc1)CS(=O)C2 (stereo not given)
 : -27%, -9%, 6%, 2%, -1%, -1%, 4%, 12%, 0%, -1%, -1%
29. NC(=O)c1nsc(C(=O)N(c2ccccc2F)C(C(=O)NCc2ccccc2)c2ccc(O)cc2)c1N (stereo not given)
 : -56%, -5%, 1%, -1%, -4%, -9%, 7%, 26%, 400%[activator], -20%, -3%
30. CCOC(=O)C1=C(C)NC2=C(C(=O)C(C(=O)OCC)C(c3ccccc3OC)C2)C1c1ccccn1 (stereo not given)
 : -11%, 4%, 2%, -1%, -1%, -1%, -10%, -25%, 2%, 1%, -8%
31. COc1ccc(CCNC(=O)/C=C/c2ccco2)cc1
 : 4%, 30%, -18%, -8%, 2%, 19%, -19%, ?, 8%, 0%, 10%
32. COc1cccc(NC(=O)CSC2=NN3CCCC(=O)N=C3S2)c1
 : -15%, -8%, 6%, 2%, 27%, 8%, 2%, -9%, -1%, -9%, 2%
33. Cn1c(=NC(=O)CS(=O)(=O)c2ccc(F)cc2)sc2ccccc21
 : 43%, ., ?, ., 0%, 19%, -1%, ., ., 0%, 9%
34. Cc1nnc(C)c2c(C)n(-c3cccc4cccnc34)c(C)c12
 : ., -7%, -1%, -3%, -1%, 2%, ., -15%, 7%, -7%, -1%
35. O=C(NC12CC3CC(CC(C3)C1)C2)c1ccc(-c2ccc(Br)cc2)o1
 : 27%, ?, 4.8µM*, 1%, ?, ?, -10%, 5%, 22%, ?, ?
